A549 viability: Nrf2 qHTS screen for inhibitors: counterscreen for cytotoxicity. AID 504648, 2011. A549 ARE-Fluc cells, CellTiter-Fluor viability, 18-24 h. Potency, µM (top dose mostly 46 µM), for the others: at the highest dose activity change, negative = cytotoxicity, actives largely listed as inhibitors. hit rate 0.16% among 390,000; further: potency means the concentration at half of the fitted maximal effect; on the % scale 0 is the no-effect control and ±100 the full control effect
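Cytotoxicity counterscreen: CellTiter-Fluor fluorescence was measured in A549 ARE_Fluc cells after 18-24 h of compound exposure in a concentration series. The subsequent BugLite luminescent read reports ARE-luciferase activity.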
Mm-Cpn inhibitor: Inhibitors of TCP-1 ring complex (TRiC) of Methanococcus maripaludis (MmCpn): qHTS; Chaperonin Mm-Cpn (Methanococcus maripaludis); purified Mm-Cpn ATPase, ADP Transcreener TR-FRET; Potency, µM (titrated, usually from 76.9 µM), without a hit: top-dose activity, negative = inhibition, most hits filed as inhibitors; hit rate 0.031% among 330,000; AID 504842, 2011; further: potency means the concentration at half of the fitted maximal effect; on the % scale 0 is the no-effect control and ±100 the full control effect; nearly all actives have a fitted effect of over 80% in size
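Purified archaeal chaperonin (25 nM final) was preincubated with compound for 10 min at 37°C, then ATP (10 uM final) was added for 30 min at 37°C in Tris pH 7.4/KCl/MgCl2/DTT buffer. ADP was quantified by HTRF Transcreener TR-FRET.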
Nrf2 block: Nrf2 qHTS screen for inhibitors; A549 ARE-Fluc reporter, luciferase luminescence, 18-24 h; Potency, µM (top dose mostly 46 µM), without a hit: at the highest dose activity change, negative = inhibition, usual class: inhibitors; hit rate 2.1% among 360,000; further: potency means the concentration at half of the fitted maximal effect; on the % scale 0 is the no-effect control and ±100 the full control effect; nearly all actives have a fitted effect of over 60% in size
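Quantitative HTS in A549 cells stably bearing an antioxidant response element-firefly luciferase construct. Inhibition of Nrf2-driven transcription was scored by luminescence after 18-24 h of compound exposure at 37 °C.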
CCT chaperon mod: High-Throughput Screening for Modulators of Cytosolic Chaperonin Activity. purified chaperonin ATPase assay, HTRF ADP detection, 30 min. AID 651819, 2012. activity change, % (test concentration not listed), hits read low. hit rate 0.3% among 360,000; in the data active means activity change below about -30%; further: on the % scale 0 is the no-effect control and ±100 the full control effect
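Enzyme 40 or 20 nM (batch-dependent) in Tris pH 7.4/KCl/MgCl2/DTT; cpd 76 uM single point; ATP 10 uM; 30 min 37 °C; Transcreener ADP HTRF detection, 30 min RT; ratio 665/615.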
Abeta yeast res: qHTS for compounds that reverse cellular toxicity of Amyloid beta (A-beta) peptide in yeast: Primary Screen | yeast expressing A-beta42, growth rescue, OD600, 48 h; response scale: 0% DMSO, 100% iron-clioquinol control | Potency, µM (series often up to 46.1 µM), for the others: top-dose growth rescue, usual class: activators | hit rate 0.063% among 410,000 | AID 1347071, 2019; further: potency means the concentration at half of the fitted maximal effect; nearly all actives have a fitted effect of over 55% in size
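Yeast A-beta toxicity model in growth medium with pinned compounds, 48 h at 30 C; growth read as absorbance at 600 nm. Normalized to FeCl3/clioquinol equimolar mix (positive) and DMSO (negative).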
Nrf2 ARE act: qHTS of Nrf2 Activators | Potency, µM (doses to about 46.1 µM), without a hit: at the top dose activation, usual class: activators | hit rate 0.31% among 410,000 | AREc32 ARE-luciferase reporter (MCF7-derived line), luminescence, 24 h; further: potency means the concentration at half of the fitted maximal effect; % of control where 0% means no effect; nearly all actives have a fitted effect of over 65% in size
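Nrf2 activation is followed as ARE-luciferase induction in the AREc32 line after one day of compound treatment; luminescence is read with Steady-Glo.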
pAkt inh: HTS Assay for Inhibitors of Akt Phophorylation: Primary Screen | activity change, % for hits at 50 µM | Neuro2A IGF-stimulated pAkt S473 HTRF, 20 min; stronger effect = lower value | hit rate 0.32% among 360,000; in the data active means activity change below about -80%; inconclusive means mostly about -51% to -80%; further: on the % scale 0 is the no-effect control and ±100 the full control effect
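Neuro2A cells in DMEM with 0.5% FBS, overnight at 37 deg C, given compound at single 50 µM final, then IGF (6 nM final) for 20 min at 37 deg C. Lysed; phospho-Akt Ser473 by HTRF after 24 h, 665/615 ratio.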
TGFb inhibitor: qHTS for Inhibitors of TGF-b; Potency, µM (top dose mostly 46.1 µM), inactives show at the top dose activity, negative = inhibition, hits mostly inhibitors; HepG2 CAGA-GFP TGF-b/SMAD3 reporter, GFP fluorescence, 18 h; TGF-beta stimulated, 500 pg/mL final; hit rate 1.2% among 410,000; further: potency means the concentration at half of the fitted maximal effect; on the % scale 0 is the no-effect control and ±100 the full control effect; nearly all actives have a fitted effect of over 65% in size
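Per well, imaged GFP fluorescence of HEPG2 CAGA-GFP cells gives the signal; cells get compound, then TGF-beta (500 pg/mL final), 18 h at 37 degrees C; %Activity versus -TGF-beta and +DMSO controls.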
HepG2 tox: qHTS for Inhibitors of TGF-b: Cytotox Counterscreen; HepG2 CAGA-GFP viability, ATP luminescence, 18 h; Potency, µM (doses to about 46.1 µM), for inactives: at the highest dose activity change, negative = cytotoxicity, hits mostly cytotoxic; hit rate 0.76% among 410,000; further: potency means the concentration at half of the fitted maximal effect; some results filed as inactive show a strong effect at the top dose
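HepG2 CAGA-GFP cells (1000/well, DMEM with 1% FBS) received compound, then TGF-beta at 500 pg/mL final, and were incubated 18 hours at 37 degrees C. Viability was read by CellTiter-Glo luminescence. Media-only wells were set as complete cell-killing and DMSO as no toxicity.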
* = called active by the depositor; i = inactive; ? = inconclusive; nt = no result given; [ ] = dose if it differs, or a comment. Unless noted, the call rests on the fitted dose curve; in most records, active means well fitted curve in the direction sought with a large enough effect; inconclusive means small, poorly fitted or top-dose-only effect, or another doubt; inactive means no such curve, though single readings can be large; an effect the other way counts as inactive or inconclusive.

canonical_smiles	A549 viability	Mm-Cpn inhibitor	Nrf2 block	CCT chaperon mod	Abeta yeast res	Nrf2 ARE act	pAkt inh	TGFb inhibitor	HepG2 tox
Cc1nc(C)c(C(=O)OCC(=O)Nc2ccccc2SCC#N)s1	-1.3%	-3.4%	-23.9%	3.0	3.6%	0.3%	i	47.5%[activator]	-18.6%
COc1cc2c(cc1OC)C1CCc3cc4c(cc3C1N=C2)OCO4 (stereo not given)	nt	nt	nt	-0.6	-13.3%	-0.4%	i	-6.2%	-45.1%
C[C@@H]1CC[C@@]2(O[C@H](CCO)C[C@H](O)[C@H]2O)O1	-3.7%	nt	-13.0%	-0.9	-2.7%	0.1%	i	0.3%	2.5%
COc1ccc(C)cc1-n1c(SCC(=O)NC2CC2)nc2ccccc2c1=O	-18.8%	2.7%	?	0.2	7.5%	0.1%	i	3.0%	7.0%
COc1ccccc1-c1nnc(NC(=O)C(C)Sc2nncn2C)s1 (stereo not given)	-4.4%	-0.4%	-15.2%	-1.3	-8.2%	?	i	3.6%	-25.2%
CN(CC(=O)NCCC1=CCCCC1)S(=O)(=O)c1ccc2c(c1)c(=O)n(C)c(=O)n2C	-0.1%	0.5%	-20.6%	-1.7	-17.0%	0.2%	i	-4.3%	-20.9%
Cc1cc(NS(=O)(=O)c2ccc(NC(=O)CNS(=O)(=O)c3ccccc3)cc2)nc(C)n1	-8.1%	1.9%	-5.2%	2.7	-4.6%	-1.5%	i	-1.9%	-12.5%
CC(Oc1ccccc1)C(=O)Nc1oc(-c2ccco2)c(-c2ccco2)c1C#N (stereo not given)	0.0%	-3.0%	-23.5%	1.4	-15.9%	?	i	?	11.1%
CCOC(=O)c1c(C)[nH]c(C)c1S(=O)(=O)N1CCC(C(=O)N2CCN(c3cccc(C)c3)C(C)C2)CC1 (stereo not given)	-1.1%	nt	nt	nt	-2.3%	-1.0%	nt	21.3%	-6.7%
Cc1ccc(CN2CC(C(=O)N(C)CC(=O)Nc3cccc(F)c3)CC2=O)cc1 (stereo not given)	-0.6%	0.8%	-4.6%	-0.7	4.5%	0.4%	i	-4.1%	8.0%
O=C(Cc1ccc(NC(=O)C2CCN(C(=O)C3CCC3)CC2)cc1)Nc1ccc(C(=O)N2CCOCC2)cc1	-7.8%	nt	-2.5%	-1.0	0.8%	-0.5%	i	-7.3%	-7.7%
CCCC(=O)Nc1ccc(C(=O)NCCc2ccc(F)cc2)cc1	-4.0%	0.4%	7.5%	0.6	3.1%	0.7%	i	2.6%	1.6%

(more compounds)
canonical_smiles	A549 viability	Mm-Cpn inhibitor	Nrf2 block	CCT chaperon mod	Abeta yeast res	Nrf2 ARE act	pAkt inh	TGFb inhibitor	HepG2 tox
CN(CC(=O)N1CCN(c2ccc(F)cc2)CC1)S(=O)(=O)c1ccc(F)cc1	-0.9%	-0.5%	-3.0%	-9.0	8.4%	-0.3%	i	-2.2%	-0.4%
COc1ccc2nc(SCC(=O)Nc3ccc(S(=O)(=O)N4CCCC4)cc3)c(C#N)cc2c1	-6.0%[1.84 µM]	?	-3.9%	3.3	-5.8%	3.8%	i	-29.3%	8.9%
CC(=O)c1ccc(S(=O)(=O)N2CCC(NC(=O)c3ccccc3)CC2)cc1	1.6%	-9.9%	-17.0%	1.4	0.7%	0.0%	i	-5.1%	-4.5%
COc1ccc(Oc2c(OC)cc(NCc3ccc(CN)cc3)c3ncccc23)cc1	nt	nt	nt	0.2	1.3%	3.9%	i	-12.3%	-0.9%
O=C(CSc1c2c(nc3cc(Cl)ccc13)CCCC2)N1CCN(c2ccccc2F)CC1	?	nt	?	nt	-3.4%	?	nt	?	-59.0%
COc1ccc(Cl)cc1NC(=O)C1CCN(S(=O)(=O)c2ccc3c(c2)CC(C)N3C(C)=O)CC1 (stereo not given)	0.6%	nt	?	nt	1.9%	-1.2%	nt	?	-1.1%
Cc1ccc(N2CCN(C(=O)c3c(C)oc4ncn(CC(C)C)c(=O)c34)CC2)c(C)c1	0.5%	nt	-6.4%	nt	-2.3%	4.9%	nt	-29.0%	-19.6%
COC(=O)c1ccccc1NCCO	0.0%	-3.3%	-6.3%	0.5	6.2%	-0.5%	i	-19.0%	5.6%
O=C(COC(=O)Cc1c(Cl)cccc1Cl)NCc1ccccc1	nt	nt	nt	1.6	4.5%	-0.6%	i	-13.5%	5.7%
COc1ccc(C2=NN3C(=O)c4c(ccc(OC)c4OC)C3C2)cc1 (stereo not given)	-2.5%	0.6%	-13.6%	-2.6	-3.6%	0.0%	i	22.0%	0.3%
CCCCOc1ccc(Cl)cc1Nc1nc(NCCO)nc(N2CCCC2)n1	-18.3%	nt	?	nt	3.2%	0.2%	nt	?	-4.2%
CCSc1nnc(NC(=O)c2cc(-c3ccccc3O)n[nH]2)s1	-2.7%	-10.0%	4.2%	0.1	-11.8%	2.5%	i	-28.5%	-12.4%

Other results follow:
canonical_smiles	A549 viability	Mm-Cpn inhibitor	Nrf2 block	CCT chaperon mod	Abeta yeast res	Nrf2 ARE act	pAkt inh	TGFb inhibitor	HepG2 tox
C/C(CC(=O)Nc1c(C)cc(C)cc1C)=N\NC(=O)OC(C)(C)C	-0.2%	0.7%	3.7%	0.2	-4.9%	2.9%	i	0.9%	8.5%
COc1cc2cc(CCOC(=O)c3ccco3)oc(=O)c2cc1OC	11.5%	-0.5%	-20.1%	-2.6	2.0%	3.4%	i	-1.7%	1.0%
CCc1c(C)nc2nncn2c1Nc1ccc(Cl)cc1	0.5%	nt	-20.1%	nt	-4.2%	-0.3%	nt	nt	4.2%
C/C(=N\NC(=O)c1nnn(-c2nonc2N)c1-c1ccccc1)c1ccccc1O	-7.5%	-0.7%	4.61µM*	-3.2	1.5%	-1.4%	i	-17.4%	-14.6%
CSCCC(NC(=O)c1ccccc1Br)C(=O)N1CCC(C)CC1 (stereo not given)	-9.6%	0.5%	16.2%	-2.0	2.5%	-0.3%	i	1.7%	2.4%
C/C(Cn1cnc([N+](=O)[O-])n1)=N\NC(=O)c1ccc(F)cc1	-0.9%	0.1%	?	-13.6	8.5%	0.3%	i	-3.2%	-42.3%
CN1CCN(C(=O)C2=C[C@H](c3ccc(Br)cc3)C[C@H](OCCCCO)O2)CC1	-4.3%	nt	8.1%	-12.1	-5.0%	-0.7%	i	10.0%	-2.2%
Cc1cccc(C)c1NC(=O)CN(C)C(=O)C1CCN(c2ncnc3sc(C)c(C)c23)CC1	-2.0%	-2.4%	?	-14.1	6.0%	0.3%	i	-12.4%	-28.4%
COc1ccc(Cl)cc1NC(=O)CN1C(=O)CCS(=O)(=O)c2ccccc21	-2.7%	-0.4%	-1.8%	-6.6	14.3%	4.5%	i	?	-11.3%
CCOc1cc2c(cc1OCC)C(CC(=O)OC)N(C(=O)Nc1cc(C)cc(C)c1)CC2 (stereo not given)	4.1%	nt	nt	nt	-12.1%	-0.9%	nt	2.8%	-0.4%
CCCOc1cccc(-c2cc(C(=O)NN)c3ccccc3n2)c1	-3.1%	-4.0%	6.1%	0.6	5.3%	-0.7%	i	8.3%	-6.8%
O=C(O)c1cc(N/N=C/C=C/c2ccccc2[N+](=O)[O-])ccc1Cl	-20.3%	-3.5%	?	-0.5	3.4%	1.5%	i	-9.0%	-6.0%

Continued.
canonical_smiles	A549 viability	Mm-Cpn inhibitor	Nrf2 block	CCT chaperon mod	Abeta yeast res	Nrf2 ARE act	pAkt inh	TGFb inhibitor	HepG2 tox
COc1ccc(NC(=O)Cn2nnc(C(=O)NCc3cccs3)c2N)c(OC)c1	?	1.8%	18.4µM*	-6.5	-5.7%	0.2%	i	0.6%	-7.2%
COc1ccccc1NC(=S)NC(=O)/C=C/c1cccs1	-2.0%	5.6%	?	0.9	18.0%	18.4%	i	-0.4%	-25.8%
Cc1cnn(-c2cc(N/N=C/c3ccc(F)cc3)ncn2)c1	4.8%	0.1%	-19.7%	0.9	8.8%	1.0%	nt	10.0%	3.3%
CN(c1ccccc1)S(=O)(=O)c1cccc(C(=O)OCC(=O)NCc2ccc3c(c2)OCO3)c1	?	1.4%	0.6%	-2.2	?	4.3%	i	0.0%	-12.6%
CCOCCCNC(=O)CN1C(=O)/C(=C/c2ccccc2)Sc2ccccc21	-0.4%	0.4%	-12.2%	0.5	25.8%	6.3%	i	?	-29.6%
O=C1CC(=O)CC(c2ccco2)C1	8.9%	1.7%	?	-1.9	26.9%	0.2%	i	-3.8%	-25.6%
CCSc1ccc([C@@H]2[C@@H]3C(=O)N(C)C(=O)[C@@H]3[C@]3(C(=O)OC)CCCCN23)cc1	0.0%	0.8%	-20.6%	1.3	18.5%	0.1%	i	-5.8%	-10.3%
Cc1nnc(SCC(=O)NNC(=O)c2ccccc2)n1-c1ccccc1	8.0%	-0.5%	10.3%	-0.4	6.3%	-0.3%	i	-2.7%	4.7%
CC1CCC(C(=O)NC(C(=O)N2CCc3ccccc3C2)C(C)C)CC1 (stereo not given)	0.0%	0.7%	-22.5%	-0.6	5.8%	0.7%	i	-3.0%	-20.3%
CC(NC(=O)CCCc1ccccc1)c1ccncc1 (stereo not given)	-12.5%	0.4%	-1.4%	-8.0	2.9%	0.0%	i	3.5%	-7.9%
Cc1ccc(NC(=O)CSc2ncc(S(=O)(=O)c3ccccc3)c(=O)[nH]2)cc1C	-4.0%	1.9%	7.7%	-2.8	1.0%	0.3%	i	18.3%	13.7%
COC(=O)[C@@]1(Cc2ccc(OC)cc2)[C@H]2c3cc(C(=O)N(C)C)[nH]c3C[C@H]2CN1C(=O)c1ccccc1	0.8%	-0.6%	-9.7%	-0.8	-12.2%	0.5%	i	-3.2%	-3.2%
